# Bioassay records: PubChem BioAssay, National Center for Advancing Translational Sciences (NCATS)
# ATXN2 expr inh = Primary qHTS for Inhibitors of ATXN expression | hit rate 0.72% among 360,000 | Potency, µM (top dose mostly 57 µM), for inactives: top-dose activity change, negative = inhibition, hits mostly inhibitors | HEK-293 ATXN2-luciferase reporter, luminescence, 24 h; also: potency is read from the fitted curve at half-maximal effect; % is scaled to controls: 0 for no effect and ±100 for the full control effect; nearly all actives have a fitted effect of over 55% in size
#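 ATXN2-luciferase reporter cells (luciferase flanked by upstream and downstream ATXN2 gene portions) were treated 24 h at 37 °C with compounds at up to 57 uM. SteadyGlo luminescence gave expression; GF-AFC fluorescence gave viability.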
# S2 tox = Viability Counterscreen for Primary qHTS for Inhibitors of ATXN expression; S2 cells (HEK-293 line with an ATXN2-luciferase reporter) viability, CellTiter-Fluor protease fluorescence, 24 h; Potency, µM (doses to about 56.7 µM), usual class: cytotoxic; hit rate 0.49% among 400,000; also: potency is read from the fitted curve at half-maximal effect; nearly all actives have a fitted effect of over 40% in size
# TGFb inhibitor = qHTS for Inhibitors of TGF-b; HepG2 CAGA-GFP TGF-b/SMAD3 reporter, GFP fluorescence, 18 h; TGF-beta stimulated, 500 pg/mL final; AID 588855, 2011; Potency, µM (doses to about 46.1 µM), for the others: top-dose activity, negative = inhibition, most hits filed as inhibitors; hit rate 1.2% among 410,000; also: potency is read from the fitted curve at half-maximal effect; % is scaled to controls: 0 for no effect and ±100 for the full control effect; nearly all actives have a fitted effect of over 65% in size
#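 TGF-beta reporter screen: HEPG2 CAGA-GFP, 1% FBS, 500 pg/mL TGF-beta final, 18 h; per-cell GFP summed per well; curves fitted and categorized by class.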
# MCF10A rerep = A quantitative high throughput screen for small molecules that induce DNA re-replication in MCF 10a normal breast cells | MCF 10A DNA re-replication, Hoechst nuclear intensity, 48 h | Potency, µM (titrated, usually from 46.1 µM), for the others: top-dose activity, positive = re-replication, usual class: activators | hit rate 2.9% among 350,000 | AID 624296, 2012; also: potency is read from the fitted curve at half-maximal effect; % of control where 0% means no effect; nearly all actives have a fitted effect of over 50% in size
# Nrf2 ARE act = qHTS of Nrf2 Activators | hit rate 0.31% among 410,000 | AID 624171, 2012 | Potency, µM (series often up to 46.1 µM), for the others: at the highest dose activation, hits mostly activators | AREc32 ARE-luciferase reporter (MCF7-derived line), luminescence, 24 h; also: potency is read from the fitted curve at half-maximal effect; % of control where 0% means no effect; nearly all actives have a fitted effect of over 65% in size
#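 Steps: seed AREc32_Fluc cells (1000/well, 5% FBS OPTI-MEM); incubate overnight at 37 deg C; add 23 nL compound; incubate 24 hr; add Steady-Glo; hold 30 min RT; read luminescence.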
# HepG2 tox = qHTS for Inhibitors of TGF-b: Cytotox Counterscreen; HepG2 CAGA-GFP viability, ATP luminescence, 18 h; Potency, µM (doses to about 46.1 µM), inactives show at the top dose activity change, negative = cytotoxicity, most hits filed as cytotoxic; hit rate 0.76% among 410,000; AID 588856, 2011; also: potency is read from the fitted curve at half-maximal effect; some results filed as inactive show a strong effect at the top dose
#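 CellTiter-Glo luminescence gave cytotoxicity after 18 hours at 37 degrees C. The cells were HepG2 CAGA-GFP in 1% FBS DMEM, stimulated with 500 pg/mL TGF-beta after compound addition. %Activity was normalised to no-cell wells (complete cell-killing) and DMSO (no toxicity), and curves were fitted and classified.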
# A549 viability = Nrf2 qHTS screen for inhibitors: counterscreen for cytotoxicity; A549 ARE-Fluc cells, CellTiter-Fluor viability, 18-24 h; Potency, µM (top dose mostly 46 µM), for inactives: at the top dose activity change, negative = cytotoxicity, usual class: inhibitors; hit rate 0.16% among 390,000; AID 504648, 2011; also: potency is read from the fitted curve at half-maximal effect; % is scaled to controls: 0 for no effect and ±100 for the full control effect
#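 A549 ARE_Fluc cells in 5% FBS OPTI-MEM were exposed to compounds in concentration-response for 18-24 h at 37 deg C. Viability was read by CellTiter-Fluor fluorescence (Ex 405/Em 525) after 30 min, before the luciferase read.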
# IL-1B inflam inh = qHTS for Inhibitors of Inflammasome Signaling: IL-1-beta AlphaLISA Primary Screen; THP-1 LPS/ATP IL-1B secretion, AlphaLISA, 16 h; active compounds read low; activity change, % at 57.5 µM; hit rate 4.7% among 360,000; in the data active = activity change below about -50%; inconclusive = mostly about -30% to -49%; also: % is scaled to controls: 0 for no effect and ±100 for the full control effect
#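 THP-1 cells pretreated 1 hr with compounds (up to 57.5 uM final), then stimulated with LPS (250 ng/mL final) plus ATP (1.25 mM final); secreted IL-1B measured by AlphaLISA after 16 hr, decreased signal indicating inhibition.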
# Nrf2 block = Nrf2 qHTS screen for inhibitors | A549 ARE-Fluc reporter, luciferase luminescence, 18-24 h | Potency, µM (doses to about 46 µM), without a hit: at the highest dose activity change, negative = inhibition, usual class: inhibitors | hit rate 2.1% among 360,000 | AID 504444, 2011; also: potency is read from the fitted curve at half-maximal effect; % is scaled to controls: 0 for no effect and ±100 for the full control effect; nearly all actives have a fitted effect of over 60% in size
#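 Concentration-response testing used A549 ARE_Fluc cells at 5000 cells/well. Following an 18-24 h compound incubation, viability was read by fluorescence (Ex 405/Em 525) and luciferase output by luminescence.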
# The depositor's hits bear a star; i = inactive; ? = inconclusive; · = no result given; [ ] = another dose, or the depositor's remark. Unless noted, calls follow the shape of the dose curve; as a rule, active = well fitted curve in the direction sought with a large enough effect; inconclusive = small, poorly fitted or top-dose-only effect, or another doubt; inactive = no such curve, though single readings can be large; an effect the other way counts as inactive or inconclusive.
# Every second line gives: ATXN2 expr inh, S2 tox, TGFb inhibitor, MCF10A rerep, Nrf2 ARE act, HepG2 tox, A549 viability, IL-1B inflam inh, Nrf2 block
COC(=O)CNC(=O)C1CCC(CNS(=O)(=O)c2cccc3nsnc23)CC1 (stereo not given)
  19%, i, 6%, 0%, 0.1%, -1%, -9%, -11, -3%
COc1ccc(S(=O)(=O)N2CCN(C(=O)COc3ccccc3)CC2)cc1
  ·, i, 0%, 22%, 0.9%, 6%, 0%, -10, -3%
CC(C)(C)NC(=O)CCN(/N=C/c1ccccc1F)C1=NS(=O)(=O)c2ccccc21
  8%, i, 0%, -1%, 0.3%, -5%, -11%, 24, ?
COc1ccc(/C=N/S(=O)(=O)c2cccs2)cc1
  ·, ·, 0%, -1%, 0.3%, 7%, -5%, -13, -12%
CC1C(=O)OC(c2ccc(Br)cc2)C(C)(C)C1=O (stereo not given)
  -12%, i, -20%, -5%, -0.8%, -9%, -5%, 0, 10%
COc1cccc(CNC(=O)CCNC(=O)Cn2ccc3ccccc3c2=O)c1
  18%, ?, ?, 4%, -0.3%, 1%, -13%, -21, 16%
CC1CCN(C(=O)c2ccc3c(c2)OCCO3)CC1
  27%, i, 26%, 9%, 2.5%, -2%, 4%, -14, ?
Cc1cccc(NC(=O)C2CCN(S(=O)(=O)c3ccc4c(c3)NC(=O)CO4)CC2)c1C
  -2%, i, -10%, -1%, -0.6%, -6%, -10%, ?, -5%
COc1ccc(N2C(=O)C3ON(C4SC(=S)N(C)C4(C)C)C(c4ccc([N+](=O)[O-])cc4)C3C2=O)cc1 (stereo not given)
  0%, i, 2%, -1%, -0.4%, 1%, 2%, -15, 7%
COc1ccc(CC(=O)NCCc2csc3nc(-c4ccccc4F)nn23)cc1
  -4%, i, -3%, ·, 4.5%, 3%, -7%, ·, ·
O=C(c1ccc(F)cc1)N1CCc2c([nH]c3ccccc23)C1c1ccc(Cl)cc1 (stereo not given)
  ·, ·, ?, ·, 0.3%, -25%, -3%, ·, ·
Clc1ccc(-c2nnc(-c3ccccc3)c(-c3ccccc3)n2)cc1
  -1%, i, -2%, -4%, -0.5%, 1%, 3%, -12, -14%
CCOc1ccc(S(=O)(=O)NNC(=O)c2cc3ccccc3o2)cc1
  4%, i, 16%, ?, -0.1%, -5%, 7%, 12, 4%
COc1ccc(CNc2cc(C)nc3ncnn23)c(OC)c1
  -2%, i, -21%, ?, 3.0%, -4%, -23%, 2, 1.6µM*
O=C(C1=COCCO1)N(Cc1nnc(-c2ccc(Cl)cc2)o1)C1CC1
  -22%, i, 2%, -13%, 4.0%, -3%, -3%, -17, 3%

# Next part, overlapping the part above by 3 compounds.
# Every second line gives: ATXN2 expr inh, S2 tox, TGFb inhibitor, MCF10A rerep, Nrf2 ARE act, HepG2 tox, A549 viability, IL-1B inflam inh, Nrf2 block
CCOc1ccc(S(=O)(=O)NNC(=O)c2cc3ccccc3o2)cc1
  4%, i, 16%, ?, -0.1%, -5%, 7%, 12, 4%
COc1ccc(CNc2cc(C)nc3ncnn23)c(OC)c1
  -2%, i, -21%, ?, 3.0%, -4%, -23%, 2, 1.6µM*
O=C(C1=COCCO1)N(Cc1nnc(-c2ccc(Cl)cc2)o1)C1CC1
  -22%, i, 2%, -13%, 4.0%, -3%, -3%, -17, 3%
Cc1cc2nc3c(=O)n(C4CCCCC4)c(=O)[nH]c3nc2cc1N
  5%[11.3 µM], ·, 88%[activator], ?, 3.2%, 6%, 2%, 16, 28%
O=C(CCC(=O)Nc1ccccc1)N/N=C/c1ccccc1F
  10%[11.3 µM], i, -9%, 0%, 1.8%, -25%, 3%, 0, ?
Cc1ccc(-c2cn(S(=O)(=O)c3cccc4nsnc34)nc2N)cc1
  3%, ?, -19%, 10%, 2.1%, -17%, -2%, -3, ·
CCCN(CCC)c1ccc(/C=N/NC(=O)CN2CCOCC2)cc1
  -13%, i, -9%, -33%[inhibitor], -0.5%, -20%, -4%, 7, -1%
Cc1cc2ncn(S(=O)(=O)N(C)C)c2cc1C
  -9%, i, 0%, 3%, 0.0%, -49%, 2%, 24, -12%
COc1cc(NS(=O)(=O)c2ccc3c(c2)C(C)(C)C(=O)N3C)cc(OC)c1
  9%, i, 5%, -3%, -0.9%, 2%, -5%, 25, -24%
O=S(=O)(NC(=NCc1ccccc1)c1ccccc1)c1ccccc1
  0%, i, 18%, 1%, -0.8%, 10%, -1%, -8, -27%

# Exported with bars between the fields: 3 of the compounds above
SMILES | ATXN2 expr inh | S2 tox | TGFb inhibitor | MCF10A rerep | Nrf2 ARE act | HepG2 tox | A549 viability | IL-1B inflam inh | Nrf2 block
Cc1ccc(-c2cn(S(=O)(=O)c3cccc4nsnc34)nc2N)cc1 | 3% | ? | -19% | 10% | 2.1% | -17% | -2% | -3 | ·
CCCN(CCC)c1ccc(/C=N/NC(=O)CN2CCOCC2)cc1 | -13% | i | -9% | -33%[inhibitor] | -0.5% | -20% | -4% | 7 | -1%
Cc1cc2ncn(S(=O)(=O)N(C)C)c2cc1C | -9% | i | 0% | 3% | 0.0% | -49% | 2% | 24 | -12%
